Peg3 prom inh = Peg3 promoter activity inhibition; inhibition, % at 20 µM; 360,000 tested, 1.7% active; HeLa PEG-Prom luciferase reporter, luminescence, overnight; AID 588405;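 active means inhibition of at least 50% at 20 µM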
Shn3 inh set2 = reduces Shn3 3'UTR luciferase signal in osteoblasts | Clone20 osteoblast Shn3 3'UTR firefly luciferase, 24 h | inhibition, % at 12.5 µM | 360,000 tested, 0.52% active;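 active means mean inhibition of at least 75% with every replicate also reaching 75%; inconclusive means mean inhibition at least 75% but some replicate below; inactive means mean inhibition below 75%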;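 further: 0% = median of neutral control wells and 100% = pilot-screen positive control compound; some compounds past the cut are filed as inactive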
PDI turbidity = inhibitors of human protein disulfide isomerase; PDI insulin aggregation turbidity, A650, 90 min; P07237; inhibition, % at 10 µM; 350,000 tested, 0.052% active; AID 588391;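 active means mean inhibition across replicates of 30% or more, whatever share of single replicates reach that level; inconclusive means mean inhibition below 30% while every single replicate reaches 30%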;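 further: absorbance from insulin aggregation driven by PDI reduction with DTT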
Target sequence (P07237 whole entry, looked up): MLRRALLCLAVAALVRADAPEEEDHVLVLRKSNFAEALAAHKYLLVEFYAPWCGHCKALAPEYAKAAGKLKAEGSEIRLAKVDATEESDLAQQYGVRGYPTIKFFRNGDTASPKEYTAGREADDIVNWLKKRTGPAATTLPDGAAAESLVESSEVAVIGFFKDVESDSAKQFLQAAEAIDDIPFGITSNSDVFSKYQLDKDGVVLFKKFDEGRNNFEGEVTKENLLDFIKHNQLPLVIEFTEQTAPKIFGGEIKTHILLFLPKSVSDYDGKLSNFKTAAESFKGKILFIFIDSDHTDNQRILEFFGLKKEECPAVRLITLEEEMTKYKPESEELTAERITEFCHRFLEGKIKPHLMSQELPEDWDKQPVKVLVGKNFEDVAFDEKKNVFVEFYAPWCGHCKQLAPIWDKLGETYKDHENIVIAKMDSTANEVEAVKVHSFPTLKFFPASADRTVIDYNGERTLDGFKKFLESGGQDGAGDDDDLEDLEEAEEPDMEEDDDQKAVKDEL
CaV13 FRET inh = Primary screen for inhibitors of IQ motif and Ca2+-dependent inactivation inhibitor domain binding in CACNA1D, Förster resonance energy transfer in living cells, … | HEK cells, CFP/YFP FRET ICDI-IQ, plate reader, 10 min; percent FRET-ratio fall versus neutral wells | 340,000 tested, 0.098% active | AID 743397 | inhibition, % at 12.3 µM;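 active means mean replicate inhibition of at least 30% and at least 1% of replicates passing that level; inconclusive means only one of the two criteria is met; inactive means neither criterion is met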;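 further: 0% = median of the neutral control wells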
NR2E3 ag-1 = agonists of human nuclear receptor NR2E3; 320,000 tested, 0.12% active; inhibition of corepressor binding, % at 4.78 µM; Q9Y5X4; AID 2300; GST-NR2E3/biotin-RetCOR TR-FRET, 1536-well;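 active means percent inhibition above the cutoff of mean plus 3 SD of all tested compounds, set per screening campaign, cut at about 20% in these data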;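 further: 0% = DMSO wells and 100% = biotin wells as full block of FRET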
Target sequence (Q9Y5X4 whole entry, looked up): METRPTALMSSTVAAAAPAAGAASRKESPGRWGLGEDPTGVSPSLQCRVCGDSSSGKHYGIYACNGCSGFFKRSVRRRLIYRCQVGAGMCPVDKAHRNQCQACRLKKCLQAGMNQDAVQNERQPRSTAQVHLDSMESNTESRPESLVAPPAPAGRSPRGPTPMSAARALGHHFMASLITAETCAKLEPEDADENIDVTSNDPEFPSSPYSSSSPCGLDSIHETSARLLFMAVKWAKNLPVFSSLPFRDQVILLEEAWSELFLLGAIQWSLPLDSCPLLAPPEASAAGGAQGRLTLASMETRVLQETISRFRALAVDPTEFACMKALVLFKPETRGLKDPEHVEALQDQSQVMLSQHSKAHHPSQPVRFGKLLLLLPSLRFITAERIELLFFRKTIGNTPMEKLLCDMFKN
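Test system – NR2E3–RetCOR corepressor complex · Quantity – NR2E3 fusion 1.35 nM · Buffer or medium – Tris pH 7.5 · Incubation – Compound–protein incubation for 5 h at 4 °C · Technique – TR-FRET, Eu(K)-anti-GST donor, streptavidin-D2 acceptor, ex 340, em 617/671 nm · Evaluation – percent inhibition of 671/617 nm emission ratio versus biotin and DMSO controls · Plate – 1536-well format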
NR2E3 ag-2 = activates human NR2E3 receptor; AID 602229; Q9Y5X4; inhibition of corepressor binding, % at 3.98 µM; CHO-S Gal4-NCOR/VP16-NR2E3 two-hybrid, luciferase; 360,000 tested, 0.35% active;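 active means inhibition above the mean of all tested compounds plus 3 SD, cut at about 70% in these data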;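 further: 0% = DMSO with NR2E3 transfected cells and 100% = cells lacking NR2E3 construct; higher means lower luciferase signal from less NR2E3 corepressor binding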
HIF-2a block = HIF-2a inhibition; AID 624352; 360,000 tested, 0.72% active; 786-0 RCC cells HIF-2a reporter, luciferase luminescence, overnight; inhibition, % at 18.8 µM;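 active means inhibition of the luminescence signal of 40% or more relative to plate controls, in a single-dose primary screen at 18.75 µM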
CF NFkB inh = inhibitors of cystic fibrosis induced NF-kB; inhibition, % at 5 µM; AID 588850; KKLEB NF-kB-GFP reporter, PAF-induced, GFP fluorescence overnight; 360,000 tested, 0.86% active;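 active means at least 50% inhibition at 5 µM, scaled per plate between neutral and stimulator controls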;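 further: PAF is a Pseudomonas aeruginosa culture filtrate used as stimulus; plate controls were PAF-stimulated DMSO wells for no effect and unstimulated DMSO wells for full effect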
MITF TRPM1 inh = reduces MITF-dependent TRPM1 promoter luciferase signal. 330,000 tested, 0.83% active. AID 488899. SK-MEL-5 TRPM1 promoter luciferase, 24 h. inhibition, % at 12.5 µM;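 active means mean inhibition across replicates of 60% or more, whatever share of single replicates reaches that level; inconclusive means some that reach 60%, reason not given; inactive means mean inhibition across replicates below 60%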; further: values of inactives mirror those of a sister screen read the other way
KKLEB tox = counter-screen for CF NF-kB inhibitors: cytotoxicity | activity change (cytotoxicity), % at 5 µM | AID 602141 | 360,000 tested, 0.36% active | KKLEB CF airway cells viability, ATPlite luminescence, overnight; active compounds read low; cells stimulated with P. aeruginosa culture filtrate;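 active means corrected activity change at or below -50% at 5 µM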
Vif inh = inhibitors of HIV Vif | inhibition, % at 7.49 µM | 340,000 tested, 0.35% active | HEK293T cells, Vif self-association by quenched fluorescence, imaging, 24 h; in the data active means inhibition above about 50%, passing the limit was not always enough; inconclusive means no clear call, values can overlap the other calls; inactive means below about 31%; further: some results filed as inactive read as strong as hits
An asterisk follows results filed as active; ? = inconclusive; . = no result given.

SMILES	Peg3 prom inh	Shn3 inh set2	PDI turbidity	CaV13 FRET inh	NR2E3 ag-1	NR2E3 ag-2	HIF-2a block	CF NFkB inh	MITF TRPM1 inh	KKLEB tox	Vif inh
CC(C)CNC(=O)c1c(N)n(/N=C/c2ccccn2)c2nc3ccccc3nc12	54*	-5	-17	-3	1	-24	3	2	3	-1	.
COc1ccccc1CNC(=O)CNC(=O)N1CC(=O)Nc2ccccc21	9	-14	1	-7	0	4	1	-10	6	14	-5
CC(C)c1nn2c(=O)cc(O)nc2s1	0	-37	4	-5	-2	-9	18	2	6	8	5
CC(C)CN(C(=O)c1ccc(=O)n(C)n1)c1c(N)n(Cc2ccccc2)c(=O)[nH]c1=O	-7	-10	1	-1	8	1	9	4	-5	10	-3
O=C(O)CC1c2ccccc2CCN1S(=O)(=O)c1ccccc1 (stereo unspecified)	11	6	0	3	3	-23	19	-10	.	-2	6
CC1C(=O)Nc2ccc(S(=O)(=O)N3CCN(c4cccc(Cl)c4)CC3)cc2NC1=O (stereo unspecified)	15	-10	.	-2	2	-76	13	-36	-1	23	0
COCCNC(=O)C(c1ccccc1C)N(C(=O)Cn1nnc2ccccc21)c1cccnc1 (stereo unspecified)	7	-1	-4	-5	4	-30	8	-16	10	9	-1
CCC(=O)Nc1c(C)cc(C)cc1Cl	-13	1	-2	.	-1	-2	10	-5	4	15	6
COc1cccc(NC(=O)N(Cc2cc3cc(C)cc(C)c3[nH]c2=O)CC2COCCO2)c1 (stereo unspecified)	25	1	-7	-4	-2	12	16	-13	-1	11	3
CCN(CC)c1ccc(-c2nn3c(-c4n[nH]c5c4CCC5)nnc3s2)cc1	-17	37	-5	-4	1	1	-119	48	32	-19	18
COC(=O)Oc1ccc(/C=C/C(=O)OC(C)C)cc1OC(=O)OC	-73	94*	-9	-6	2	2	-115	17	-63	-5	-2
O=C(CCl)NN1C(=O)NC2(CCCCC2)C1=O	3	-5	4	-4	-3	-4	15	-4	-6	7	0

Some entries already given with just KKLEB tox, NR2E3 ag-2 and CF NFkB inh.
| compound | KKLEB tox | NR2E3 ag-2 | CF NFkB inh |
| --- | --- | --- | --- |
| COCCNC(=O)C(c1ccccc1C)N(C(=O)Cn1nnc2ccccc21)c1cccnc1 (stereo unspecified) | 9 | -30 | -16 |
| CCC(=O)Nc1c(C)cc(C)cc1Cl | 15 | -2 | -5 |

Continuation:
SMILES	Peg3 prom inh	Shn3 inh set2	PDI turbidity	CaV13 FRET inh	NR2E3 ag-1	NR2E3 ag-2	HIF-2a block	CF NFkB inh	MITF TRPM1 inh	KKLEB tox	Vif inh
c1ccc(-n2nnnc2N2CCOCC2)cc1	13	-6	5	0	3	0	2	-7	-2	4	.
Cc1c(Cl)cnc(NC(=O)CSc2nnc(C)n2Cc2ccccc2)c1Cl	14	-5	-2	.	7	-22	16	3	8	6	0
Cc1cc(C)c2c(n1)nn1c(N3CCN(Cc4ccccc4)CC3)cc(C)nc21	8	15	1	.	.	9	-1	6	-3	-3	1
Cc1ccccc1C(=O)c1cccn1CC(=O)NCC(C)c1ccccc1 (stereo unspecified)	11	4	10	-2	9	-14	4	-18	-1	-4	-1
COc1cc(CC(=O)OCC(=O)N2CCCCC2)cc(OC)c1OC	24	7	-7	-3	1	-9	19	-20	1	9	-7
Cc1cc(C(=O)Nc2nnc(C3CC3)s2)c(C)s1	-272	-48	10	-5	-2	-134	-240	-27	-72	-2	-2
CC[C@]1(C(=O)OC)[C@H]2C(=O)N(C)C(=O)[C@H]2[C@H]2CN=C(SCc3ccccc3)N21	4	-7	2	-5	.	-18	3	-4	6	8	5
Cc1ccccc1N=C1NC(=O)CS1	13	-15	9	-5	1	-2	10	15	0	-6	-9
COc1ccccc1CCC(=O)Nc1ccc(S(=O)(=O)Nc2cc(C)nc(C)n2)cc1	-5	-21	-2	-3	-2	-2	13	-20	5	13	-14
CCOC(=O)c1nnc(-c2ccccc2)o1	9	2	2	-4	0	-2	12	0	-2	6	-6
COc1ccc(OC)c(-c2csc(NC(=O)CSc3ccc([N+](=O)[O-])cc3)n2)c1	9	0	16	-14	3	2	-16	-24	5	7	-6
CN(C)c1ccc(CNn2cnnc2SCC(=O)NC(C)(C)C)cc1	4	0	7	-4	1	0	12	5	0	-2	-1
CC(=O)c1nc2ccccc2n1Cc1ccccc1	3	-10	-8	-7	1	-8	-13	-12	3	6	-3
COc1cccc(C(=O)/C=C/Nc2cc(C)ccc2O)c1	-277	15	12	-13	-6	-132	-317	-4	-61	17	-9
CC1Cc2cc(/C(O)=C3/C(=O)C(=O)N(CC4CCCO4)C3c3ccco3)ccc2O1 (stereo unspecified)	-103	-29	-5	-6	6	-13	-30	4	3	4	?
Cc1cccc(NS(=O)(=O)c2cnc[nH]2)c1	5	-11	-2	-3	-4	-8	16	-10	2	4	-3
CC(=O)N1CCc2cc(S(=O)(=O)NCCC(=O)N3CCN(Cc4ccccc4)CC3)ccc21	6	52	5	-5	7	36	2	-14	9	4	-2
COCCN(C(=O)COC(=O)COc1ccc2ccccc2c1)c1c(N)n(Cc2ccccc2)c(=O)[nH]c1=O	4	-7	-1	-8	.	-30	13	-6	-10	3	5
COc1cccc(C(C#N)N2CCCCC2)c1O (stereo unspecified)	-9	-5	-37	.	-2	-9	2	6	15	3	13
COC(=O)C(NC(C)=O)(Nc1nc2ccc(C)cc2s1)C(F)(F)F (stereo unspecified)	12	2	1	-3	-2	-12	0	4	8	0	3
Cc1ccccc1NC(=O)CSc1nc(COc2ccccc2)nc2ccccc12	10	6	4	.	1	12	10	8	-7	-9	-9
CCN1C(=O)[C@@H]2[C@H](C1=O)[C@@H]1C[C@H]3C(=O)N(CC)C(=O)[C@H]3[C@@H]3C1=C(C(=O)N1C(=O)OC(=NCC4CC4)[C@]31C)[C@@H]2C	7	-3	-2	-13	0	3	12	10	10	4	7
CCOc1ccc(S(=O)(=O)N2CCN(c3ccc(OC)cc3)CC2)c2cccnc12	10	17	5	-4	0	1	12	6	-1	7	-1
CCC(C)(C)C1CCC(NC(=O)N2CCN(c3ccccc3O)CC2)CC1 (stereo unspecified)	14	25	-7	-4	-5	-25	18	8	1	4	1
Cn1ncc(Cl)c1C(=O)N1CCN(c2cccc(Cl)c2)CC1	21	-2	1	-3	-1	6	10	-1	-3	-10	16
O=C(NCc1ccco1)Oc1ccccc1	-17	-5	-3	-5	-1	-18	-11	1	-17	6	-14
COc1cccc(/C=N/Nc2nc(-c3cccnc3)nc3ccccc23)c1	-41	-43	-1	-3	2	-38	-75	-4	-20	-3	-13
CS(=O)(=O)N1CCC2CC1c1cc(-c3ccccc3)ccc12 (stereo unspecified)	4	-3	1	-7	.	30	4	8	-3	-17	.
CCn1c(C)[n+](CCOC(C)=O)c2cc(Cl)c(Cl)cc21	18	29	-1	-18	0	-16	0	7	10	8	-2
CSc1cccc(NC(=O)COC(=O)C2(c3ccccc3)CC2)c1	-7	-12	3	-5	.	2	6	3	-12	-2	23
Cc1ccccc1NCC(=O)N/N=C\c1ccc([N+](=O)[O-])s1	-18	9	-7	-6	-1	4	5	-11	59	-8	-10
CCn1c(CC(=O)Nc2ccc(F)cc2)nnc1SCC(=O)Nc1nnc(C)s1	10	-5	0	-2	4	7	10	10	1	3	3
CN(C(=O)CS(=O)(=O)Cc1ccccc1Cl)c1ccccc1	12	-10	-3	-2	3	5	11	-1	4	2	43
Cc1ccc(C(=O)N2CCC(Cc3ccccc3)CC2)cc1[N+](=O)[O-]	24	15	-5	-20	1	4	22	18	-3	-2	5
Cc1nnc(SCC(=O)NC2CCS(=O)(=O)C2)n1Cc1ccccc1 (stereo unspecified)	4	-11	-1	-4	3	-18	6	5	-2	0	1
CCOc1ccc2[nH]cc(C(=O)NCc3ccc(F)cc3)c(=O)c2c1	24	39	2	-3	.	-2	1	-1	18	4	2
O=C(Nc1cccc(-c2ccc3nncn3n2)c1)C(F)(F)F	9	12	0	-5	-1	-7	5	14	1	-5	10
COc1cc(NC(=O)c2cc(C)nc3ccccc23)cc(OC)c1	-79	0	1	-2	-2	-27	-1	-18	-10	-3	8
C/C(=N\NC(=O)c1ccccc1)c1ccc2c(c1)OCO2	-148	-6	-3	-5	1	-68	-72	10	-35	-8	-6
Cc1ccc(S(=O)(=O)N2CCCC2CNC(=O)C(=O)NC2CC2)cc1 (stereo unspecified)	6	3	2	-6	-1	-3	7	12	16	-6	-3
Cc1ccc(N(C(=O)CNC(=O)c2cccs2)C(C(=O)NC2CCCC2)c2ccncc2)cc1 (stereo unspecified)	-19	-13	-1	-3	6	-2	-29	-6	.	-1	2
COc1cc(N)c(Cl)cc1C(=O)OCC(=O)c1cccs1	-27	-9	14	-4	3	-4	-24	-3	-10	-3	9
CC(C)(/C=N/NC(=O)CSCc1ccccc1Cl)CCC#N	3	-19	6	-4	6	-17	3	-4	8	6	9
Cn1nnnc1SCCOc1ccc(C#N)cc1	-33	-5	0	.	2	-27	-12	-4	-10	-3	13
COc1cc(OC)cc(-c2c(-c3cccs3)c3cc(-c4ccc(CN5CCOCC5)cc4)ccc3n2C)c1	32	7	2	-6	.	4	13	19	-4	0	1
CCc1c(C2(O)CCCCC2)[nH]c2ncccc12	12	5	4	-7	-3	-46	8	-5	3	6	-1
O=C(NCCC1=CCCCC1)c1ccc(F)cc1	-88	-26	0	-3	3	-124	-77	-3	-29	1	6
COc1ccc(C(=O)CSC#N)cc1OC	27	6	-1	-4	1	-23	-4	31	15	-26	-3
COC(=O)C1CCN(C(=O)c2oc3c(Cl)cc(C)cc3c2C)CC1	-381	-118	1	-5	-4	-123	-176	8	-38	-9	-6
CCOCC(=O)Nc1ccc2c(c1)OCCO2	-148	-11	4	-12	-1	-56	-75	8	-65	-6	-23
COc1ccc(S(=O)(=O)N(Cc2ccco2)Cc2cc3ccccc3[nH]c2=O)cc1	7	31	-8	-13	-1	-1	2	-1	3	-28	-6
COc1cc(C2CC(=O)Oc3cc(O)ccc32)cc(OC)c1OC (stereo unspecified)	5	-2	3	-6	.	-7	6	1	3	4	-8
CCNC(=O)NC(=O)C(C)SCc1ccccc1C (stereo unspecified)	15	-14	0	-9	0	2	23	6	1	-6	1
COc1cccc(N=c2oc3cc(O)ccc3cc2C(=O)NCC2CCCO2)c1 (stereo unspecified)	30	15	7	5	1	-89	-25	9	-29	-4	-2
CNS(=O)(=O)c1ccc(CCC(=O)N2CCOCC2)cc1	10	-2	-6	-1	3	-7	19	-2	6	7	-4
CCCN(CCO)Cc1cccc(Cl)c1	8	-7	13	-7	-2	23	5	2	0	-1	7

Compound activity (PubChem)
